# Assay outcomes from PubChem.
# GAA glycogen mod: alters human alpha-glucosidase cleavage of glycogen; P10253; recombinant GAA, glycogen substrate, Amplex Red glucose oxidase fluorescence; Potency, µM (highest dose often 76.4 µM), inactives show top-dose activity change, negative = inhibition, actives largely listed as inhibitors; 300,000 tested, 0.38% active; AID 2100; active = well fitted inhibition curve with a large enough effect; inconclusive = small, poorly fitted or top-dose-only effect, or another doubt; inactive = no such curve, though single readings can be large or run the other way;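 also: 0% = full enzyme reaction and -100% = no-enzyme basal signal; the screen sought inhibitors and activators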
#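 Recombinant human enzyme (4 nM); glycogen substrate; 37 C, 40 min, pH 5.0. Readout: coupled glucose oxidase/Amplex Red fluorescence.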
# * hit, by the source's call; ? = inconclusive; [ ] = another dose, or the depositor's remark. Potency is read from the fitted curve at half-maximal effect. Some of the compounds tested. The share of hits here may be higher or lower than overall.
GAA glycogen mod | compound
-4%[76.3 µM] | CCC(=O)Oc1ccc(C2Nc3ccccc3-c3nnc(SC)nc3O2)cc1 (stereo not given)
-1% | O=C(CN1CCCCC1)NNC(=O)c1cccc(Br)c1
5%[76.3 µM] | O=C(NCCCNC(=O)c1ccccc1F)c1ccco1
? | CCOC(=O)C1Nc2ccc(C(=O)O)cc2C2C=CCC12 (stereo not given)
2% | CC(C)NC(=O)NC(=O)COC(=O)c1c2c(nc3ccccc13)CCC2
-2%[76.3 µM] | O=C(CSCc1cnn(-c2ccccc2)c1-n1cccc1)NCc1ccccc1Br
-19%[76.3 µM] | CCOC(=O)[C@@H]1[C@H]2COc3cc(OC)ccc3[C@@H]2N2C(=O)N(c3cccc(Cl)c3)C(=O)[C@@]12C
-17% | COc1ccc(CNC(=O)CCNS(=O)(=O)c2ccc(Br)s2)cc1
0%[76.3 µM] | COc1ccc(NC2CCCN(C(=O)c3ccc(C(C)=O)cc3)C2)cc1 (stereo not given)
-14%[76.3 µM] | COc1ccc(C)cc1Nc1n[n+](C)c(-c2c3ccccc3cc3ccccc23)s1
14%[76.3 µM] | NC(=O)CCn1c(C(=O)c2ccc(Cl)cc2)c2ccccc2[n+]1[O-]
3% | COc1cccc(/C=N/NC(=O)c2c(C)nc3ccc(Cl)cn23)c1OC
-6%[76.3 µM] | COc1ccc(NC(=O)CN(c2ccc(F)cc2)S(=O)(=O)c2ccccc2)c(OC)c1
-1%[76.3 µM] | O=C(NCCn1cc(SCc2ccc(F)cc2)c2ccccc21)c1cccs1
-16%[76.3 µM] | COc1ccccc1-c1cc(C(=O)N/N=C/c2ccoc2)c2ccccc2n1
20%[76.3 µM] | CC(C)C[C@H](NC(=O)N1CC(=O)Nc2ccccc21)C(=O)N[C@@H](Cc1c[nH]c2ccccc12)C(=O)O
8%[76.3 µM] | CCCCNC(=O)N1CCCC(N(C)CCc2ccc(OC)c(OC)c2)C1 (stereo not given)
-5%[76.3 µM] | Cc1ccc(NC(=O)CCc2c(C)nc3ncnn3c2C)cc1Cl
-31% | CN(C)C(CNC(=O)C1CCN(C(=O)/C=C/c2ccccc2)CC1)c1ccccc1 (stereo not given)
8%[76.3 µM] | CCOC(=O)C1=C(c2ccccc2)NC(=O)NC1c1cc(OCC)c(O)c([N+](=O)[O-])c1 (stereo not given)
-1%[76.3 µM] | CC(C)C(NS(=O)(=O)c1ccccc1)C(=O)N1CCCCCC1 (stereo not given)
-2%[76.3 µM] | CCOC(=O)c1ccccc1NC(=O)CCc1c(C)nc2ncnn2c1C
13%[76.3 µM] | COc1ccc(NC(=O)c2sc3nc4c(cc3c2N)CN(Cc2ccccc2)CC4)cc1OC
-23%[76.3 µM] | COc1ccc(C(=O)Oc2c(Sc3ccccc3)c(C)nn2-c2ccccc2)c(OC)c1
-1%[76.3 µM] | O=C(NCc1ccccc1Cl)c1cc2c(s1)CS(=O)(=O)C2
1%[76.3 µM] | CC(=O)c1ccccc1C(=O)N1CCC(n2nccc2NC(=O)C2CC2)CC1
6%[76.3 µM] | CC(=O)Nc1ccc(-c2nc3ccccc3o2)cc1
1%[76.3 µM] | O=C(CN1C(=O)COc2ccccc21)NCCCN1CCCC1
2% | CCn1c(/C=C/c2ccccc2Cl)nc2ccccc2c1=O
9%[76.3 µM] | CCCCn1cc(S(=O)(=O)c2ccc(OC)cc2)c(=O)c2cc(CC)ccc21
12%[76.3 µM] | Cc1nc2ccccc2n1Cc1ccccc1Br
-4% | O=c1[nH]c(C2CCN(S(=O)(=O)c3cccc([N+](=O)[O-])c3)CC2)nc2c1nnn2Cc1ccccc1
-4%[76.3 µM] | Cc1cc(OCC(O)CN2CCCC2)cc(C)c1Cl (stereo not given)
10% | Nc1ccc(S(=O)(=O)NC2(C(F)(F)F)NC(=O)N(Cc3ccccc3)C2=O)cc1 (stereo not given)
-2% | CCOc1ccc(Br)cc1S(=O)(=O)NCCN1CCCC1
3%[76.3 µM] | CCOc1cc(S(=O)(=O)N2CCN(C(=O)c3ccco3)CC2)ccc1F
3%[76.3 µM] | Cc1nnc(SCC(=O)NC(C)(C)C)n1NCc1cccc(Br)c1
0% | O=C(NC1CCCC1)C1CCN(C(=O)c2cc(Cl)ccc2Cl)CC1
-7% | O=C(CCCSc1ccccc1)Nc1cccc(CO)c1
4%[76.3 µM] | COc1ccc(CN2CC[C@@H](N3CCOCC3)[C@H](O)C2)cc1F
6%[76.3 µM] | COC(=O)c1sc(-c2ccccc2)cc1NC(=O)Nc1ccc(F)cc1
-8%[76.3 µM] | Cc1c(Cl)cccc1NC(=O)NNC(=O)CCc1ccccc1
24%[76.3 µM] | CC(=O)N1CCc2c(sc3c2c(=O)n(-c2ccccc2)c(=O)n3CC(=O)NCC2CCCO2)C1 (stereo not given)
10%[76.3 µM] | CCOc1ccc(-c2csc(/C(C#N)=C/c3ccc(Br)cc3)n2)cc1
-3%[76.3 µM] | Cc1c(Cl)cccc1NC(=O)c1ccccc1-c1ccccc1C(=O)O
-15%[76.3 µM] | COc1cccc2c1cc1c(=O)n(CC(=O)N3CCCCCC3)nc(C)n12
2%[76.3 µM] | Cc1c(OCC(=O)N2C[C@H]3C[C@@H](C2)c2cccc(=O)n2C3)ccc2c3c(c(=O)oc12)CCC3
13%[76.3 µM] | Cc1cc(C)nc(OC(C(=O)O)C(OCc2ccccc2)(c2ccccc2)c2ccccc2)n1 (stereo not given)
17%[76.3 µM] | COc1cccc2cc(-c3nc4ccccc4[nH]3)c(=O)oc12
-13%[76.3 µM] | O=C(Nc1cccc(F)c1)c1ccc(S(=O)(=O)N2CCCCC2)cc1

# (cont.)
GAA glycogen mod | compound
7% | COc1ccc(C(=O)O/N=C(\N)c2ccc(Cl)cc2)cc1
-12%[76.3 µM] | CCC(=O)c1ccc(OCC(O)CN2CCN(S(=O)(=O)c3ccc(NC(C)=O)cc3)CC2)cc1 (stereo not given)
0%[76.3 µM] | CCOC(=O)N1CCN(CCCc2ccccc2)CC1
4%[76.3 µM] | CCn1c(=S)[nH]c2sc3c(c2c1=O)CCCC3
9%[76.3 µM] | Cc1cc(C)n(-c2nc3ccccc3nc2Nc2ccc(Cl)c(C(=O)OC(C)C)c2)n1
5% | Cc1c(Cl)cccc1NC(=O)CC1Oc2ccccc2NC1=O (stereo not given)
-9%[76.3 µM] | CC(=O)c1ccc(N2CCN(C(=O)C3CCN(S(=O)(=O)c4ccc(Br)s4)CC3)CC2)cc1
-2%[76.3 µM] | COc1ccccc1CC(=O)Nc1cccc2ccccc12
7% | O=C(Nc1ccccc1N1CCOCC1)c1ccco1
12%[76.3 µM] | CCCN(CCC)C(=O)Cn1c(=O)n(-c2ccc(C)cc2)c(=O)c2ccc(C(=O)NCc3ccccc3Cl)cc21
-3% | CCN(CC)S(=O)(=O)c1ccc2c(c1)c(=O)c(C(=O)NCCc1ccc(OC)c(OC)c1)cn2C
12%[76.3 µM] | O=C(C1CC1)N1CCc2cc(Br)cc(S(=O)(=O)N3CCN(c4cccc(Cl)c4)CC3)c21
-7%[76.3 µM] | COc1ccc(NC(=O)NNC(=O)C(O)(c2ccccc2)c2ccccc2)cc1
-14%[76.3 µM] | COc1ccc(OCc2cc(C(=O)NCCCc3ccccc3)no2)c(Cl)c1
-1%[76.3 µM] | CC(=O)Nc1ccc(CN2CCCN(C)CC2)cc1
0%[76.3 µM] | O=C(NCC(=O)N1CCN(c2ccccc2)CC1)c1ccc(Br)o1
5% | CCOc1ccccc1NC(=O)C1(S(=O)(=O)c2ccc(Cl)cc2)CC1
-15%[0.611 µM] | COCc1cc(C)nc(Nc2ccccc2OC)c1C#N
-4% | COc1ccc(OCc2nnc(SCC(=O)N3CCCC3)o2)cc1
1%[76.3 µM] | COc1nnc(-c2ccc(C)c(S(=O)(=O)N(C)C)c2)c2ccccc12
-2% | O=C(Nc1ccccc1Oc1ccsc1C(=O)O)c1ccccc1F
-1%[76.3 µM] | Cc1nnc(NC(=O)CN2CC(C)OC(C)C2)s1 (stereo not given)
-2%[76.3 µM] | COc1ccc(-c2cc(C)no2)cc1S(=O)(=O)N(C)c1ccc(C)c(C)c1
-1%[76.3 µM] | O=C(CCCn1c(=O)c2sccc2n(Cc2cccc(Cl)c2)c1=O)NCc1ccc2c(c1)OCO2
4%[76.3 µM] | O=C(c1ccc(O)c(Cl)c1)N1CCN(S(=O)(=O)c2ccccc2)CC1
19%[76.3 µM] | Cc1ccccc1NC(=O)c1c(NC(=O)c2ccncc2)sc2c1CCC(C(C)(C)C)C2 (stereo not given)
2%[76.3 µM] | O=C(O)c1ccc(Cl)c(NC(=S)NC(=O)c2cccc(COc3ccccc3)c2)c1
7%[76.3 µM] | CC(C)(C#CC(O)(c1ccccc1)c1ccccc1)N1CCCCC1
2% | COc1cc(C=O)ccc1OCc1ccncc1
2% | COc1cc(OC)cc(C(=O)NCC(=O)Nc2ccc(OC)c(Cl)c2)c1
-7%[76.3 µM] | CC(C)C[C@@H](CO)N1CCN(C)CCC1=O
3% | CCOc1ccc(C2NCCc3cc(OC)c(OC)cc32)cc1OC (stereo not given)
-1%[76.3 µM] | O=C(CCn1ccc2cc(S(=O)(=O)N3CCCC3)ccc21)NCc1ccccc1F
0%[76.3 µM] | COC(=O)c1ccc(/C=N/NC(=O)C2CC(=O)N(c3ccc(F)cc3)C2)cc1 (stereo not given)
1%[76.3 µM] | Clc1ccc(-n2ncc3c(NCc4cccnc4)ncnc32)cc1Cl
7%[76.3 µM] | COc1ccccc1C(=O)NNC(=O)c1cccc(Br)c1
4% | Cn1ccsc1=NC(=O)c1cccc(OC(F)F)c1
-1%[76.3 µM] | COc1ccc(CNC(=O)c2ccc(NC(=O)C3=CSCCO3)cc2)cc1
2% | Cn1c(CNC(=O)c2ccccc2F)nnc1SCC(=O)Nc1nnc(C2CC2)s1
0%[76.3 µM] | CCn1cc(CN2CCC(C(=O)Nc3cccc(-c4cscn4)c3)CC2)cn1
2% | CCOC(=O)/C(Sc1nc(-c2ccccc2)cc(-c2ccccc2)c1C#N)=C(\C)O
-7%[76.3 µM] | COc1ccccc1NC(=O)CN1C(=O)CCSc2ccccc21
-6%[76.3 µM] | CC(=O)c1cccc(CN2CCC(CO)(CCOc3ccccc3)CC2)c1
2%[76.3 µM] | CN1CCN(C(=O)C(=O)c2cn(CC(=O)N3CCCC3)c3ccccc23)CC1
-4%[76.3 µM] | CCN1CCc2nc3sc(C(=O)Nc4cccc(Cl)c4C)c(N)c3cc2C1
-6%[76.3 µM] | O=C(c1ccc(OC2CCN(Cc3ccccn3)CC2)cc1)N1CCC[C@H]1CO
2% | O=C1c2ccccc2CN1Cc1ccccc1
-2%[76.3 µM] | CN(Cc1nccs1)C(=O)c1ccc(OC2CCN(CCc3ccccc3)CC2)cc1
10%[76.3 µM] | CCCN(CCC)C(=O)Cn1c(=O)n(-c2ccc(OC)cc2OC)c(=O)c2c3c(sc21)CCC3
6% | Cc1ccccc1Cn1nnc(-c2ccc(F)cc2)n1

# Going on with the list:
GAA glycogen mod | compound
-1%[76.3 µM] | COc1cccc(NC(=O)CCCN2C(=O)C3CC=CCC3C2=O)c1 (stereo not given)
6%[76.3 µM] | CCn1c(C(=O)Nc2cc(Cl)ccc2C)cc2sc(Cl)cc21
7%[76.3 µM] | C[C@@H]1CCC(=O)N(CC[C@H](N=[N+]=[N-])c2ccccc2)CC1
-1% | CC(=O)c1cccc(OCC(O)CNCC2COc3ccccc3O2)c1 (stereo not given)
3% | COc1ccc(/C=N/NC(=O)CC#N)cc1Oc1nc(Cl)ncc1F
2% | COc1cccc(NC(=O)CSc2nc3scc(C)c3c(=O)[nH]2)c1
14%[76.3 µM] | COc1ccc(Cn2c(CCC(=O)Nc3cccc(Cl)c3)nc3cccnc32)cc1
-12%[76.3 µM] | CC(Sc1ccccc1)C(=O)N1CCN(S(=O)(=O)c2ccccc2F)CC1 (stereo not given)
-16%[76.3 µM] | CCOC(=O)c1ccc(NC(=O)Cn2nc(SC)c(S(=O)(=O)c3ccc(Cl)cc3)c2N)cc1
-7%[76.3 µM] | O=C(c1ccc(Cl)c(S(=O)(=O)N2CCOCC2)c1)N1CCN(c2ccccc2F)CC1
-5%[76.3 µM] | Cc1ccc(CN2C(=O)C3(c4ccccc42)N(c2ccc(C)c(Cl)c2)C(=O)CS3(=O)=O)cc1 (stereo not given)
-3%[76.3 µM] | COc1ccccc1NC(=O)C(C)OC(=O)C1CC(=O)N(c2ccc3c(c2)OCCO3)C1 (stereo not given)
-14%[76.3 µM] | Cc1c(S(=O)(=O)Nc2ccc(Oc3ccccc3)cc2)c(=O)n(C)c(=O)n1C
